CHRM5 agonist = agonists of human muscarinic M5 receptor (CHRM5); P08912; CHO-K1 hM5 cells, Fluo-8 calcium fluorescence; 0% DMSO wells, 100% maximal acetylcholine response; activation, % at 3 µM; hit rate 0.19% among 360,000;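 active means activation above the run's mean over test compounds plus 3 SD, cut at about 23% in these data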;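 further: signal is peak over basal fluorescence ratio across the kinetic read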
Target sequence (P08912 whole entry, looked up): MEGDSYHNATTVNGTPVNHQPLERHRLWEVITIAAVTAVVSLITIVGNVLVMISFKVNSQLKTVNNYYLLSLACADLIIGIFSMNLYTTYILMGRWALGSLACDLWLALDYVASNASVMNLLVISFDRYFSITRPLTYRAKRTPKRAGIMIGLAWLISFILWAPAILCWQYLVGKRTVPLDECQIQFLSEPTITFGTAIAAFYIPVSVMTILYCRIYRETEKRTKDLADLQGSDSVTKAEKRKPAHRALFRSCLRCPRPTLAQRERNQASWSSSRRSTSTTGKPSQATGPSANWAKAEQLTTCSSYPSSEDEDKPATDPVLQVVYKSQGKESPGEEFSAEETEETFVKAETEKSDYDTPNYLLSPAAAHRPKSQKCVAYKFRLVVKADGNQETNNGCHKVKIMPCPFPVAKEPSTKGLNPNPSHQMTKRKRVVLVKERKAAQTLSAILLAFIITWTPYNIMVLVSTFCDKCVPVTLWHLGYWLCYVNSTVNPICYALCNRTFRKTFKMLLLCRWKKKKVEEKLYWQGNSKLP
TAAR1 ag = human TAAR1 agonism | Q96RJ0 | CHO RD-HGA16 TAAR1, Fluo-8 calcium fluorescence; vehicle wells 0%, saturating PEA agonist 100% | activation, % at 3 µM | hit rate 0.99% among 360,000;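 active means activation above the mean activation of all test compounds in the run plus 3 SD, cut at about 38% in these data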
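test system = CHO RD-HGA16 cells carrying human TAAR1 plus Gα16 | schedule = 17-24 h seeding, 75 min 37 °C dye, 30 min RT | compound dosing = 3 µM single concentration | control set = DMSO and PEA EC100 | replicates = n 1 | signal = Fluo-8 fluorescence, 5 s baseline then 140 s kinetic read | measure = percent activation vs PEA EC100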
TAAR1 antag = antagonists of human TAAR1 | Q96RJ0 | CHO RD-HGA16 TAAR1, Fluo-8 calcium fluorescence, antagonist | inhibition, % at 3 µM | hit rate 1.5% among 360,000;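 active means inhibition above a per-plate cutoff, the mean inhibition of test compounds on that plate plus 3 SD, cut at about 49% in these data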;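 further: 0% = DMSO plus EC80 beta-PEA response and 100% = DMSO alone without agonist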
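Test system: hTAAR1-expressing CHO RD-HGA16 cells, Gα16-coupled; Probe or stimulus: EC80 β-phenethylamine stimulus; Compound dosing: single nominal final test compound concentration of 3 µM; Timing: 140 s kinetic read after compound, 140 s after agonist; Signal: Fluo-8 calcium-sensitive fluorescence; Measure: % inhibition of agonist calcium response; Controls: DMSO and EC80 PEA controls.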
M5 antag = CHRM5 antagonism in calcium assay; AID 624040; CHO-hM5 cells, Fluo-8 calcium fluorescence, ACh EC80; hit rate 0.59% among 360,000; inhibition, % at 3 µM;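 active means inhibition above a per-plate cutoff, the mean of that plate's test compounds plus 3 SD, cut at about 27% in these data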;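 further: 0% = acetylcholine EC80 with DMSO and 100% = DMSO without agonist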
CRFR2-BP antag = CRF-BP/CRF-R2 complex antagonism. HEK293 CRF-R2/CRF-BP, CRF-induced calcium fluorescence. hit rate 0.59% among 350,000. inhibition, % at 11.8 µM;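 active means inhibition of the ligand-induced calcium signal above about 50% at the single tested concentration, limit read from the data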
CRFR2-BP ag = CRF-BP/CRF-R2 complex agonism; HEK293 CRF-R2/CRF-BP, calcium dye fluorescence (FLIPR); percent of saturating CRF peptide response; hit rate 0.46% among 350,000; activation, % at 13.2 µM;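 active means activation of at least 50%, plus an integration ratio under a set limit after plate pattern correction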;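 further: plate controls were neutral control wells without compound for no effect and CRF at EC100 for full effect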
CHO-K1 Ca PAM = M1 PAM counterscreen hit in parental CHO-K1 cells. ATP EC20, Fluo-8 calcium fluorescence; 0% at ATP EC20, 100% at ATP max. activation, % at 3 µM. hit rate 0.02% among 360,000. AID 602247;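 active means activation above the run cutoff, the mean activation of all test compounds plus 3 SD, cut at about 40% in these data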;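 further: peak over basal fluorescence ratio in a 140 s read after ATP addition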
M5 PAM = potentiates acetylcholine response at human M5 receptor; activation, % at 3 µM; AID 624038; hit rate 0.3% among 360,000; CHO-K1 hM5, Fluo-8 calcium, ACh EC20 PAM; 0% = ACh EC20, 100% = ACh EC100;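 active means activation above the run cutoff, the mean activation of all test compounds plus 3 SD, cut at about 18% in these data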
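system = human M5 receptor in CHO-K1 cells | reagent = EC20 acetylcholine as agonist stimulus | compound dosing = single-point, 3 µM nominal | incubation = Fluo-8 loading 80 min at 37 °C plus 30 min room temperature | detection = Fluo-8 calcium dye fluorescence, kinetic read | benchmarks = low control EC20 acetylcholine (0%), high control EC100 acetylcholine (100%)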
CHRM4 PAM = CHRM4 positive allosteric modulation. P08173. CHO-K1 hM4/Gqi5, Fluo-8 calcium fluorescence, ACh EC20; 0% = ACh EC20, 100% = maximal ACh. activation, % at 3 µM. hit rate 0.4% among 360,000;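 active means activation above its plate's cutoff, the mean activation of sample wells plus 3 SD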; further: some results filed as inactive read as strong as hits
Target sequence (P08173 whole entry, looked up): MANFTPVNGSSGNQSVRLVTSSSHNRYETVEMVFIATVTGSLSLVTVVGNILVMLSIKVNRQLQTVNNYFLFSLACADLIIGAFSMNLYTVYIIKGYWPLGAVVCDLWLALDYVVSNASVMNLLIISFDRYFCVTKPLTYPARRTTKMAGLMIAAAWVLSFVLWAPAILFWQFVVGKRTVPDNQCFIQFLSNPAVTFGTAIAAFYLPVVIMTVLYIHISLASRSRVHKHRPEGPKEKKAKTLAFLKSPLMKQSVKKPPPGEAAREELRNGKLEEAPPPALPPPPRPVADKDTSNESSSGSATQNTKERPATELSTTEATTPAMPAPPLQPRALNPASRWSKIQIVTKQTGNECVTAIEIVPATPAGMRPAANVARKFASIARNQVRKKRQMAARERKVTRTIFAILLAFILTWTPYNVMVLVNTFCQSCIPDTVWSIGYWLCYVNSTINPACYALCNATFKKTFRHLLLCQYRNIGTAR
The depositor's hits bear a star; x = no result given. Random draw from the library; any-hit rate near 4.2%.

The line under a structure holds: CHRM5 agonist	TAAR1 ag	TAAR1 antag	M5 antag	CRFR2-BP antag	CRFR2-BP ag	CHO-K1 Ca PAM	M5 PAM	CHRM4 PAM
> O=S1(=O)CCN(Cc2csc(-c3cccs3)n2)CC1
    -3	5	-33	0	-2	0.7	27	14	9
> CCOc1ccc(N2C(N)=NC(N)=NC2(C)C)cc1
    -10	0	-14	-4	-7	0.1	19	-2	-1
> CCC(C)NS(=O)(=O)c1cccs1 (stereo unspecified)
    -6	16	13	-4	-3	-0.7	11	-2	-1
> COc1cc2c3nnc(-c4ccc(F)cc4)c-3cn(Cc3ccc(F)cc3)c2cc1OC
    0	3	-7	0	-20	0.2	-5	-5	-5
> CN(CC(=O)N1CCc2ccccc21)S(=O)(=O)c1cccs1
    -5	-2	-20	0	1	-1.6	12	5	0
> OC(c1ccc2ccccc2n1)c1c(Cl)cccc1Cl (stereo unspecified)
    2	4	-21	5	5	-5.5	10	10	5
> O=C(CSc1nc2[nH]c(=O)cc(O)c2s1)Nc1nccs1
    -2	4	-14	0	3	-0.8	-2	10	11
> Cc1cc(C)nc(SCC(=O)N(C)CC(=O)Nc2c(Cl)cccc2Cl)n1
    0	6	-39	-5	10	-0.1	13	9	4
> CCn1c(SCC(=O)Nc2nncs2)nnc1-c1ccco1
    0	2	1	-18	-3	0.7	13	14	1
> O=C(COc1ccc(Br)cc1)Nc1nnc(C2CC2)s1
    2	2	6	10	-24	0.0	3	5	12

(next part)
The line under a structure holds: CHRM5 agonist	TAAR1 ag	TAAR1 antag	M5 antag	CRFR2-BP antag	CRFR2-BP ag	CHO-K1 Ca PAM	M5 PAM	CHRM4 PAM
> C/C(=N/NC(=O)CNC(=O)Cc1ccc(Cl)cc1)c1ccco1
    5	2	-28	-6	-14	10	5	-4	2
> Cc1ccc2nc(N3C(=O)C(O)=C(C(=O)c4ccco4)C3c3ccc(C)o3)sc2c1 (stereo unspecified)
    -2	3	-36	4	-6	0.6	-2	3	5
> COc1ccc2c(CC(=O)N[C@@H](Cc3ccccc3)C(=O)O)cc(=O)oc2c1C
    -1	5	-11	-1	5	-3.7	10	2	7
> C=CCSc1n[nH]c2nc3c(c(=O)n12)C1(CCCC1)Cc1ccccc1-3
    8	1	11	3	0	0.7	16	-3	-2
> Cc1cc(C)c(C(=O)CC2(O)C(=O)Nc3ccccc32)cc1C (stereo unspecified)
    2	4	-3	5	1	-1.0	-1	-2	10
> Cc1ccc(S(=O)(=O)Nc2nc(C)cc(-n3nc(C)cc3C)n2)cc1
    -2	0	4	-1	19	-1.8	11	-4	9
> CC1CCc2c(sc(NC(=O)C3=COCCO3)c2C(N)=O)C1 (stereo unspecified)
    -4	6	8	0	-6	1.7	0	4	5
> COc1cc2c(C#CCCO)c(-c3ccc(C#N)cc3)oc(=O)c2cc1OC
    4	10	25	6	5	-0.2	4	1	12
> C[C@@H]1CCCCO[C@H](CN(C)C(=O)c2ccncc2)[C@H](C)CN([C@@H](C)CO)C(=O)c2cc(NC(=O)c3ccccc3)ccc2O1
    0	-1	2	4	41	-1.4	2	-1	-7
> COc1ccc2nc(C)cc(NCc3ccc(F)cc3)c2c1
    14	12	-14	32*	-112	73*	16	-6	-7

Following part.
The line under a structure holds: CHRM5 agonist	TAAR1 ag	TAAR1 antag	M5 antag	CRFR2-BP antag	CRFR2-BP ag	CHO-K1 Ca PAM	M5 PAM	CHRM4 PAM
> O=C(NNc1cccc([N+](=O)[O-])c1)/C(=C\c1cccnc1)NC(=O)c1ccccc1
    2	0	-4	-16	2	0.3	8	11	3
> COc1cc2cc(C(c3nnnn3C(C)(C)C)N3CCC(C)CC3)c(=O)[nH]c2cc1OC (stereo unspecified)
    -1	5	-1	-5	-7	0.9	-1	1	6
> Cn1cccc1/C=C1\SC(=S)N(Nc2ccccc2)C1=O
    6	4	-18	4	-10	2.7	4	-2	-9
> CCN1CCN(C(=O)c2cc3c(-c4ccc(Cl)cc4)nn(C)c3s2)CC1
    -5	3	-15	21	-1	-0.8	13	-20	6
> Cc1cccc(CSCCNC(=O)CCSc2ccccc2)c1
    -6	13	19	-4	12	-0.8	-6	-3	-4
> Cc1ccc(NC(=O)CN(C)S(=O)(=O)c2cccs2)c(Br)c1
    -5	2	-24	-1	-13	-0.7	0	0	0
> CC(C)Cn1c(/C=C/c2ccccc2)nc2ccccc21
    -5	2	-29	3	-22	-2.3	6	-5	-5
> CCN(CC)S(=O)(=O)c1ccc(C)c(NC(=O)COC(=O)C=C(C)C)c1
    -1	-3	-21	-1	12	-2.4	11	4	12
> Cc1nc(C)c(C(=O)OCC(=O)Nc2ccccc2)s1
    9	5	-1	-11	-8	1.9	18	5	8
> Cc1onc(-c2ccccc2)c1CNC(=O)C1COc2ccccc2O1 (stereo unspecified)
    -6	11	-26	3	-5	-0.2	13	7	-4

Rewritten as tab-separated lines: two of the compounds above
SMILES	CHRM5 agonist	TAAR1 ag	TAAR1 antag	M5 antag	CRFR2-BP antag	CRFR2-BP ag	CHO-K1 Ca PAM	M5 PAM	CHRM4 PAM
Cc1ccc(NC(=O)CN(C)S(=O)(=O)c2cccs2)c(Br)c1	-5	2	-24	-1	-13	-0.7	0	0	0
COc1cc2c(C#CCCO)c(-c3ccc(C#N)cc3)oc(=O)c2cc1OC	4	10	25	6	5	-0.2	4	1	12

Next entries follow.
The line under a structure holds: CHRM5 agonist	TAAR1 ag	TAAR1 antag	M5 antag	CRFR2-BP antag	CRFR2-BP ag	CHO-K1 Ca PAM	M5 PAM	CHRM4 PAM
> COC(=O)CSc1nc2ccccc2o1
    1	1	-10	-4	15	0.7	29	6	11
> Cc1c(P(=S)(c2ccccc2)c2ccccc2)[n+]2ccccc2n1C/C=C/c1ccccc1
    -4	2	13	22	x	x	20	-18	-11
> COc1cc(-c2nc3oc4ccccc4c(=O)c3c(=O)n2Cc2ccco2)cc(OC)c1OC
    1	7	25	-3	-1	-0.3	19	5	9
> Cc1noc(C)c1C(=O)Nc1ccc(Cl)cc1C(F)(F)F
    -1	x	x	-5	-27	-2.5	-3	-3	2
> O=C(CCSc1ccccc1)Nc1ccccc1C(=O)N1CCCC1
    -1	0	-6	6	18	-0.9	-13	-8	1
> Cc1sc2nc(SCC(=O)N(C)c3ccccc3)n(C)c(=O)c2c1C
    -3	2	-11	8	-13	-2.3	-4	1	-1
> O=C(c1ccc(F)cc1)n1ccc(-c2cnc(-c3ccccc3)s2)n1
    -1	11	2	-1	19	1.8	12	-1	-1
> COc1ccc(CN2CCCCC2c2cccnc2)c(OC)c1C (stereo unspecified)
    -7	5	-12	2	8	0.3	21	-5	-11
> Cc1ccc(C)c(NC(=O)CN(C)C(=O)CN2C(=O)NC3(CCc4ccccc43)C2=O)c1 (stereo unspecified)
    1	3	6	2	-6	1.5	13	-1	3
> O=C(COC(=O)C1=NN(c2ccccc2)C(=O)CC1)NCc1ccccc1Cl
    1	11	-9	14	-1	-0.4	-15	-5	3

Next compounds:
The line under a structure holds: CHRM5 agonist	TAAR1 ag	TAAR1 antag	M5 antag	CRFR2-BP antag	CRFR2-BP ag	CHO-K1 Ca PAM	M5 PAM	CHRM4 PAM
> O=C(CSc1ccccc1F)NC(=O)NCc1ccco1
    -2	-1	-15	3	10	0.1	9	3	1
> COC(=O)c1cn(CCC#N)nc1-c1ccc2ccccc2c1
    -15	0	19	7	-1	0.1	8	-5	-4
> CCCN1CNC(=S)N(c2ccc(C)cc2C)C1
    3	4	-18	-8	1	-0.1	-19	5	2
> Cn1c(CN2CCOCC2)nc2cc(NC(=O)COc3ccccc3)ccc21
    5	2	-3	3	0	2.2	13	-3	-3
> CC(C)c1ccc(NC(=O)C2Cc3c(-c4ccc(Cl)cc4)ccnc3O2)cc1 (stereo unspecified)
    -2	0	-35	-5	x	x	12	-3	-2
> COc1ccc(NC(=O)CSc2nc(C)cc(C(F)(F)F)n2)cc1
    0	9	-8	3	28	-2.2	0	-2	12
> O=C(CCN1CCN(CCO)CC1)Nc1ccc(OCc2ccccc2)cc1
    -2	14	-6	5	19	-0.3	5	-4	-1
> CC(C)S(=O)(=O)c1cnc(-c2ccccn2)nc1N
    3	0	3	3	8	7.5	-13	3	0
> O=C(CN1CCOCC1)Nc1ccc(Oc2ccccc2)cc1
    -7	3	1	-3	10	0.4	20	-2	-1
> COc1ccc(NS(=O)(=O)c2cc(NC(=O)c3ccccc3F)ccc2N2CCCC2)cc1
    -18	0	-4	0	-1	3.4	5	-14	-17

New compounds follow:
The line under a structure holds: CHRM5 agonist	TAAR1 ag	TAAR1 antag	M5 antag	CRFR2-BP antag	CRFR2-BP ag	CHO-K1 Ca PAM	M5 PAM	CHRM4 PAM
> Cc1ccc(-c2csc(=Nc3cccnc3)n2CCCN2CCCC2=O)cc1C
    -1	4	-17	6	3	-2.5	-2	-3	-8
> COc1cc(-c2cc(NC(C)=O)c3ncc(-c4ccc(F)cc4)n3c2)cc(OC)c1OC
    2	13	52*	11	x	x	-10	0	-2
> O=S(=O)(c1ccc(OCC(O)CN2CCN(c3ccccc3O)CC2)cc1)N1CCOCC1 (stereo unspecified)
    -2	7	-18	14	4	-0.3	-15	-6	-12
> Cc1cccc(NC(=O)c2ccccc2[N+](=O)[O-])n1
    -7	13	0	9	12	-0.3	12	6	8
> CN1CCN(C(=O)CN(C)S(=O)(=O)c2ccc3ccccc3c2)CC1
    -1	1	-7	9	6	-3.1	23	-5	4
> CCCCCCC(C)n1[nH]c(=O)c2c(C)cc(C)nc21 (stereo unspecified)
    -9	-1	-28	0	17	-2.0	7	2	1
> O=C(Nc1ccncc1)Nc1cccc(Cl)c1
    9	59*	34	31*	-11	3.0	2	-13	-6
> COc1cccc(S(=O)(=O)Nc2ccc3sc(C)nc3c2)c1
    5	6	18	12	1	-1.1	-5	10	1
> N#Cc1c(-c2ccc([N+](=O)[O-])cc2)nc2n(c1=O)CCS2
    -2	0	1	-2	-5	0.9	12	3	3
> COCc1cc(C)nc(SCC(=O)Nc2ccc3c(c2)OCO3)c1C#N
    -1	9	14	5	6	-1.1	15	5	-5
> CCCOc1ccc(/C=N/Nc2cc(N3CCOCC3)ncn2)c(O)c1
    3	3	-12	-6	-5	0.3	15	-1	-2
